Screens deposited in PubChem by National Center for Advancing Translational Sciences (NCATS).
HCMV antiviral: inhibitors of human cytomegalovirus; HFF cells, HCMV-luciferase reporter, 72 h; active compounds read low; activity change, negative = inhibition, % at 57.5 µM; 4.5% of 410,000 active; AID 1259415; in the data active = activity change below about -60%; inconclusive = no clear call, values can overlap the other calls; inactive = above about -39%
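Luciferase read-out from HCMV-luciferase-infected HFFs (MOI 1 PFU/cell) 72 h post infection at 37C; compounds added after 16 h cell attachment; activity normalized between buffer-only basal and Salinomycin (10uM) inhibitor controls.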
HCV inh: inhibitors of hepatitis C virus infection; Huh7.5.1 HCVcc-Cre infection, luciferase reporter, 44 h; Potency, µM (top dose mostly 41.8 µM), without a hit: at the highest dose activity change, negative = inhibition, hits mostly inhibitors; 3.4% of 340,000 active; note: potency is the fitted concentration of half-maximal effect
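1,000 cells/well; 4 h culture; + compound; + HCVcc-Cre (~0.5 moi); 44 h; luciferase substrate, RT 15 min; read 15 sec.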
AmpC inh detg: blocks E. coli AmpC beta-lactamase in detergent assay | P00811 | AmpC hydrolysis of nitrocefin, absorbance 480 nm, 0.01% Triton | Potency, µM (highest dose often 114 µM), for inactives: at the top dose activity change, negative = inhibition, actives largely listed as inhibitors | 0.041% of 370,000 active | AID 485294;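 note: potency is the fitted concentration of half-maximal effect; 0% = no-compound wells and -100% = no-enzyme wells; nearly all actives have a fitted effect of over 25% in size; some results filed as inactive show a strong effect at the top dose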
Target sequence (P00811 whole entry, looked up): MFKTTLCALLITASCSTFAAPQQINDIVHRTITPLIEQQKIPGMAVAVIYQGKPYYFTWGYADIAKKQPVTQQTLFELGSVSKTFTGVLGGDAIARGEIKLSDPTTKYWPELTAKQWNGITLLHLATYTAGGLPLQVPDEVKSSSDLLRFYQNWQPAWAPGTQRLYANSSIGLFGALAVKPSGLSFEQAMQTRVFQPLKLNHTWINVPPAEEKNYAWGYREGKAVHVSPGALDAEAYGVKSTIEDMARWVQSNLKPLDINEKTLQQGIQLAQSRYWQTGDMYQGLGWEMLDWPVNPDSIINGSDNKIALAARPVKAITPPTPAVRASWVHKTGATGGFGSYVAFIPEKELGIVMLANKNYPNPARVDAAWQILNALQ
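AmpC (5.3 nM in the dispensed reagent) in 20 mM phosphate pH 7.0 with 0.01% (detergent screen) or 0.0001% Triton X-100 was preincubated with compounds for 15 min at room temperature. Nitrocefin was then added from an 800 uM solution, and hydrolysis was followed at 480 nm.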
Sm TGR inh: blocks Schistosoma mansoni thioredoxin glutathione reductase | Q962Y6 | purified TGR, DTNB reduction, TNB absorbance 405 nm | Potency, µM (series often up to 114 µM), for inactives: top-dose activity change, negative = inhibition, usual class: inhibitors | 3% of 360,000 active; note: potency is the fitted concentration of half-maximal effect; nearly all actives have a fitted effect of over 60% in size
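First, TGR (20 nM dispensed) and NADPH were mixed with compound. Second, a 15 min room-temperature incubation followed. Third, further NADPH and then DTNB were added to start the reaction. Finally, TNB absorbance was monitored kinetically.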
AmpC no deterg: inhibitors of E. coli AmpC beta-lactamase without detergent; AmpC nitrocefin hydrolysis, absorbance 480 nm, 0.0001% Triton; Potency, µM (doses to about 57.1 µM), without a hit: top-dose activity change, negative = inhibition, actives largely listed as inhibitors; 0.52% of 330,000 active; P00811;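 note: potency is the fitted concentration of half-maximal effect; plate controls were no compound for no effect and no enzyme for full effect; nearly all actives have a fitted effect of over 20% in size; some results filed as inactive show a strong effect at the top dose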
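AmpC (5.3 nM in the dispensed reagent) in 20 mM phosphate pH 7.0 with 0.01% (detergent screen) or 0.0001% Triton X-100 was preincubated with compounds for 15 min at room temperature. Nitrocefin was then added from an 800 uM solution, and hydrolysis was followed at 480 nm.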
Giardia FBPA inh: Giardia lamblia aldolase inhibition; A8B2U2; purified Giardia FBPA; Potency, µM (doses to about 59.6 µM), for inactives: at the top dose activity, negative = inhibition, hits mostly inhibitors; 0.71% of 290,000 active; note: potency is the fitted concentration of half-maximal effect; nearly all actives have a fitted effect of over 55% in size
Target sequence (A8B2U2 whole entry, looked up): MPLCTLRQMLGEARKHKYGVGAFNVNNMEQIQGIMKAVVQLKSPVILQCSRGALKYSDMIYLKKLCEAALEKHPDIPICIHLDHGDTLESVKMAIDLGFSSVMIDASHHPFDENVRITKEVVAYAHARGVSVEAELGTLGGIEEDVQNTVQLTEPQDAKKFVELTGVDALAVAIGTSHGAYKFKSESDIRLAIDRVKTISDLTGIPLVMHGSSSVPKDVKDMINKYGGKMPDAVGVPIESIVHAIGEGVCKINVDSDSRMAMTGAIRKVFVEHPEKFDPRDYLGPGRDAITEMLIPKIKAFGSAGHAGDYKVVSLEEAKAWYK
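Giardia FBPA (40 nM reagent) was preincubated 10 min at RT with compound (up to 57.5 uM final), then substrate plus GAPDH/TPI/NAD/arsenate coupling system with diaphorase/resazurin was added; resorufin fluorescence (525/598 nm) was read after 20 min.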
Numbers without * were called inactive; u = inconclusive; x = no result given; & = joins results of further samples; [ ] = remark or other dose. Unless noted, calls come from the whole dose curve; as a rule, active = well fitted curve in the direction sought with a large enough effect; inconclusive = small, poorly fitted or top-dose-only effect, or another doubt; inactive = no such curve, though single readings can be large; an effect the other way counts as inactive or inconclusive. Unless noted, % is set by controls: 0 for no effect and ±100 for the full control effect.

Start of the data: the first 2 entries (preview)
Screens in order – AmpC inh detg	Giardia FBPA inh	Sm TGR inh	HCMV antiviral	AmpC no deterg	HCV inh
- COc1cccc(CNC(=O)CCCCCNC(=O)N2CCn3c2nc2ccccc23)c1
→ 2%	9%	4%	1	111%[activator]	-8%
- COc1cc(NC(=O)CSc2nnc3ccc(-c4cccnc4)nn23)cc(OC)c1
→ -13%	x	0%	-31	6%	0%

The listing, from the first entry:
Screens in order – AmpC inh detg	Giardia FBPA inh	Sm TGR inh	HCMV antiviral	AmpC no deterg	HCV inh
- COc1cccc(CNC(=O)CCCCCNC(=O)N2CCn3c2nc2ccccc23)c1
→ 2%	9%	4%	1	111%[activator]	-8%
- COc1cc(NC(=O)CSc2nnc3ccc(-c4cccnc4)nn23)cc(OC)c1
→ -13%	x	0%	-31	6%	0%
- O=C(CSc1nnc(NC(=O)C2CC2)s1)Nc1ccc(F)cc1F
→ 6%	x	3%	4	-18%	x
- O=C(Nc1cccc2ccccc12)/C(=C\c1cccc([N+](=O)[O-])c1)NC(=O)c1cccs1
→ u	0%	-6%	u	-33%	-23%
- CCCCNC(=O)n1c(=O)oc2ccc(Cl)cc21
→ 4%	-3%	6%	-19	-15%	18%
- CCNc1cc(N2CCCC2)ccc1[N+](=O)[O-]
→ u	2%	-6%	-14	-21%	u
- CN(Cc1ccccc1)C(=O)c1cn(C)c2ccc(S(=O)(=O)N(C)C3CCCCC3)cc2c1=O
→ 1%	x	-3%	13	x	x
- CCC(C)[C@H](NC(=O)NCCC1=CCCCC1)C(=O)OC (some centres not stated)
→ -4%	3%	6%	30	0%	8%
- O=C(NC1CSC/C1=N\O)c1ccccc1 (configuration not stated)
→ -7%	4%	-35%	-7	-16%	12%
- CCCCc1nc2cc(C(=O)N3CCCC3)ccc2o1
→ -12%	x	-5%	49	16%	19%
- COc1ccc(N(C(C)C(=O)NCc2ccco2)S(C)(=O)=O)cc1 (configuration not stated)
→ -2%	-11%	25µM*	-14	1%	2%
- Cc1cc(C(=O)N/N=C/c2cccc(Cl)c2Cl)no1
→ -9%	-9%	32%	40	-25%	-11%
- CCC1C(=O)C(C)(C)C(=O)OC1c1ccc([N+](=O)[O-])cc1 (configuration not stated)
→ u	2%	-17%	59	-14%	-30%
- CC(=O)n1c(C=Nc2ccc(Cl)cc2)c(O)c2ccccc21
→ 3%	u	-3%	u	-21%	u
- COc1ccc(C=O)cc1OS(=O)(=O)c1ccc(NC(C)=O)cc1
→ 5%	0%	4%	-12	-12%	u
- CC(=O)N1CCN(C(=O)c2ccc3c(c2)S(=O)(=O)c2ccccc2C3=O)CC1
→ -2%	-9%	6%	x	-5%	13%
- COCCCNC(=O)CN1C(=O)/C(=C\c2ccc(C)cc2)Sc2ccccc21
→ -8%	9%	-13%	u	181%[activator]	-25%
- CN(C)S(=O)(=O)c1cccc(NC(=O)CSc2nc3ccccc3n2-c2ccccc2)c1
→ -11%	-5%	-6%	-88*	-13%	u
- COc1ccccc1C1NC(=O)NC(C)=C1C(C)=O (configuration not stated)
→ u	-2%	2%	-1	-21%	27%
- O=C(O)c1ccc(CNCc2cc(Cl)ccc2O)cc1
→ 0%	x	-14%	-1	-1%	24%
- CCOC(=O)c1c(NC(=S)Nc2ccc(Cl)cc2)sc2c1CCN(C)C2
→ u	-28%	-25%	19	0%	u
- CN1CCN(c2nc(NCCOC34CC5CC(CC(C5)C3)C4)nc(OCC(F)(F)F)n2)CC1
→ -10%	3%	-2%	15	21%	u
- CC(=O)c1ccc2c(c1)OCCOCCOc1ccccc1OCCOCCO2
→ -11%	4%	-2%	-6	-23%	-21%
- Cc1ccc(S(=O)(=O)c2nnn3c2nc(N(C)Cc2ccccc2)c2cc(Cl)ccc23)cc1C
→ 17%	x	-2%	7	x	x
- COC(=O)COc1ccc(S(=O)(=O)NCc2ccco2)cc1
→ u	2%	35µM*	-12	-17%	28%
- Cc1ccc(C)n1-c1ccc(C(=O)N/N=C/c2ccncc2)cc1
→ 1%	-2%	25µM*	37	-20%	-3%
- Cc1ccc(Cl)cc1N1CCN(C(=O)CN2C(=O)COc3ccc(S(=O)(=O)N4CCC(C)CC4)cc32)CC1
→ -2%	x	-6%	-5	x	x
- Cc1ccc(-c2nc(-c3ccccn3)sc2CC(=O)O)cc1
→ -6%	1%	u	-14	-21%	20%
- COCCNC(=O)c1cccc(Nc2nc(-c3ccccc3)c3cc(Cl)ccc3n2)c1
→ -13%	0%	6%	-33	153%[activator]	10µM*
- O=C(CSc1ccc(S(=O)(=O)N2CCOCC2)cn1)Nc1ccc(OC(F)F)cc1
→ 6%	x	18%	-29	-8%	6%
- COc1ccc(CCC(=O)NCc2nc3cccnc3n2Cc2cccc(OC)c2)cc1
→ -8%	x	-2%	u	x	x
- CC(=O)OCC1=C(C(=O)O)N2C(=O)[C@@H](NC(=O)CSc3ccncc3)[C@H]2SC1
→ -4%	3%	45µM*	2	-20%	15%
- Cc1ccc(C(=O)NCC(=O)Nc2cc(C)ccn2)cc1
→ -4%	x	-2%	47	-12%	8%
- Cc1cc2ncc(S(=O)(=O)c3ccccc3)c(N)n2n1
→ u	-7%	-6%	10	-39%	6%
- COc1ccccc1CNC(=O)CCCc1cn(C)c2ccccc12
→ 1%	9%	-13%	-31	8%	u
- CC(CSc1nnnn1-c1ccccc1)Cn1c(N2CCN(C)CC2)nc2c1c(=O)[nH]c(=O)n2C (configuration not stated)
→ u	3%	7%	-27	34%	9%
- C=CCN=C(NC#N)SCCc1ccccc1
→ -5%	-1%	0%	16	-14%	-1%
- COCCN(C(=O)CNC(=O)c1ccco1)C(C(=O)NC1CCCC1)c1ccc(OC)cc1 (configuration not stated)
→ 4%	3%	2%	-8	-11%	-15%
- O=C(O)c1ccc2noc(-c3ccccc3)c2c1
→ u	22%	-4%	92	-18%	14%
- C/C(=N\NC(=O)CNc1cccc(Cl)c1C)c1cccs1
→ -5%	3%	-7%	-19	-1%	6%
- Cc1cccc(NS(=O)(=O)c2ccc(C(=O)NCC3CCCO3)cc2)c1C (configuration not stated)
→ 8%	x	2%	-12	-4%	-16%
- CC(=O)Nc1ccc(S(=O)(=O)N2CCCC2C(=O)Nc2ccc(F)cc2)cc1 (configuration not stated)
→ u	x	-4%	18	-11%	23%
- COc1ccc(CNCCc2cccc(F)c2)c2ccccc12
→ 2%	u	-10%	x	-1%	x
- O=C(CSc1nc(-c2ccccc2)c(-c2ccccc2)o1)NCCCO
→ u	x	-4%	u	155%[activator]	-6%
- COc1cc(C(C)=O)ccc1OCC(=O)OCC(=O)c1cc(C)n(CC2CCCO2)c1C (configuration not stated)
→ -5%	x	-2%	u	71%[activator]	2%
- CC(C)(C)c1ccc(C(=O)Nc2ccc(S(=O)(=O)Nc3cnc4ccccc4n3)cc2)cc1
→ -1%	-16%	1%	-70*	-23%	14%
- COc1ccc(CCNC(=O)CS(=O)Cc2nc(-c3ccccc3F)oc2C)cc1OC (configuration not stated)
→ u	2%	u	-4&-4	31%	-12%
- CCOC(=O)C1C(C(=O)OCC)C1(c1ccccc1)c1ccccc1 (configuration not stated)
→ -7%	-1%	-8%	-13	10%	11%
- Cc1cc(C(=O)CSc2nnc(Nc3ccccc3)s2)c(C)n1CC1CCCO1 (configuration not stated)
→ u	-5%	-26%[11.4 µM]	29	-19%	u
- COC(=O)CCCC1=CC2=CC(=O)C(C)(OC(=O)c3cccs3)C(=O)C2=CN1CCc1c[nH]c2ccccc12 (configuration not stated)
→ -7%	0.45µM*	u	42	98%[activator]	7%

A draw from above in order of count of non-hydrogen atoms, descending.
Screens in order – AmpC inh detg	Giardia FBPA inh	Sm TGR inh	HCMV antiviral	AmpC no deterg	HCV inh
- COC(=O)CCCC1=CC2=CC(=O)C(C)(OC(=O)c3cccs3)C(=O)C2=CN1CCc1c[nH]c2ccccc12 (configuration not stated)
→ -7%	0.45µM*	u	42	98%[activator]	7%
- CC(CSc1nnnn1-c1ccccc1)Cn1c(N2CCN(C)CC2)nc2c1c(=O)[nH]c(=O)n2C (configuration not stated)
→ u	3%	7%	-27	34%	9%
- CC(C)(C)c1ccc(C(=O)Nc2ccc(S(=O)(=O)Nc3cnc4ccccc4n3)cc2)cc1
→ -1%	-16%	1%	-70*	-23%	14%
- COc1cc(C(C)=O)ccc1OCC(=O)OCC(=O)c1cc(C)n(CC2CCCO2)c1C (configuration not stated)
→ -5%	x	-2%	u	71%[activator]	2%
- Cc1cc(C(=O)CSc2nnc(Nc3ccccc3)s2)c(C)n1CC1CCCO1 (configuration not stated)
→ u	-5%	-26%[11.4 µM]	29	-19%	u
- CC(=O)Nc1ccc(S(=O)(=O)N2CCCC2C(=O)Nc2ccc(F)cc2)cc1 (configuration not stated)
→ u	x	-4%	18	-11%	23%
- Cc1cccc(NS(=O)(=O)c2ccc(C(=O)NCC3CCCO3)cc2)c1C (configuration not stated)
→ 8%	x	2%	-12	-4%	-16%
- O=C(CSc1nc(-c2ccccc2)c(-c2ccccc2)o1)NCCCO
→ u	x	-4%	u	155%[activator]	-6%
- CCOC(=O)C1C(C(=O)OCC)C1(c1ccccc1)c1ccccc1 (configuration not stated)
→ -7%	-1%	-8%	-13	10%	11%
- COc1ccc(CNCCc2cccc(F)c2)c2ccccc12
→ 2%	u	-10%	x	-1%	x
- C/C(=N\NC(=O)CNc1cccc(Cl)c1C)c1cccs1
→ -5%	3%	-7%	-19	-1%	6%
- O=C(O)c1ccc2noc(-c3ccccc3)c2c1
→ u	22%	-4%	92	-18%	14%
- C=CCN=C(NC#N)SCCc1ccccc1
→ -5%	-1%	0%	16	-14%	-1%

Next entries follow.
Screens in order – AmpC inh detg	Giardia FBPA inh	Sm TGR inh	HCMV antiviral	AmpC no deterg	HCV inh
- CC(=O)NC(CC(C)C)C(=O)NC(Cc1ccccc1)C(N)=O (configuration not stated)
→ -5%	8%	3%	x	-10%	18%
- O=C(c1ccccc1/S(=N/S(=O)(=O)c1ccccc1)N1CCOCC1)N1CCOCC1 (configuration not stated)
→ 8%	0%	5%	-7	-6%	24%
- O=C(O)CC(Sc1n[nH]c(=S)s1)C(=O)O (configuration not stated)
→ 1%	4.5µM*	-21%	31	9%	17%
- CCOc1ccccc1CNC(=O)c1cccn1-c1nnc(N2CCCC2)s1
→ 2%	x	3%	0	x	x
- COc1cccc(CN(C)C(=O)c2cc(-c3cccs3)nc3ccccc23)c1
→ 3%	-9%	u	u	0%	u
- O=C(CCCn1c(=O)[nH]c2cc(Cl)ccc2c1=O)NCCCN1CCCC1=O
→ -8%	0%	9%	37	5%	-1%
- O=C(CN1C(=O)NC2(CCOc3ccccc32)C1=O)NCCc1ccccc1 (configuration not stated)
→ x	x	x	8	-20%	-14%
- Cc1ccc(N(CCCCN2C(=O)c3ccccc3C2=O)C(=O)c2cccs2)cc1
→ u	0%	-24%	-83*	-18%	-2%
- N#Cc1cccc(CSc2ncnc(N)n2)c1
→ 4%	-6%	0%	13	-9%	3%
- CCn1cc(C(=O)NCCc2ccc(C)cc2)c(=O)c2cc(S(=O)(=O)N3CCCCC3)ccc21
→ 6%	x	11%	18	x	x
- CCOC(=O)N1CCN(C(=O)CSc2nc(=O)n3ccc(C)cc3n2)CC1
→ u	x	1%	-15	-9%	2%
- CCC(=O)N(CCC1(C(C)C)CCOC(C)(C)C1)C(C)c1cccs1 (configuration not stated)
→ 4%	1%	3%	-36	114%[activator]	20%
